Screening results as filed in PubChem BioAssay.
SUMO Mot1 rescue: SUMOylation pathway inhibition by Mot1-301 growth rescue; S. cerevisiae Mot1-301 growth rescue, ATP luminescence, 38.5C; percent above DMSO median, 100 means doubled; growth rescue, % at 18.8 µM; 320,000 tested, 1% active; AID 2716;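 active = every valid replicate shows activation above 250% relative to neutral control wells; inactive = the rest, any valid replicate at or below 250%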;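 note: OY570 slx delta 5 strain wells were the positive control but not used for scaling; some compounds called inactive have numbers as strong as hits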
Tat transport: blocks Tat-dependent protein export in E. coli; inhibition, % at 10 µM; E. coli MC4100 TorA-mCherry Tat export, fluorescence; 340,000 tested, 0.036% active; AID 488895;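 active = mean replicate inhibition at least 50% and at least half of replicates individually reaching 50%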;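 note: exported cargo escapes ClpAP degradation while cytoplasmic cargo is degraded and loses fluorescence; 0% = median of neutral control wells and 100% = median of NaSCN control wells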
E coli growth: reduces bacterial viability in AddAB counter-screen | E. coli V3065 growth, OD600 absorbance, 18 h | inhibition, % at 11.9 µM | AID 449728 | 330,000 tested, 0.27% active;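 active = inhibition above the campaign's mean inhibition across all tested compounds plus 3 SD, cut at about 9.9% in these data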;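 note: uninfected addAB+ strain grown without phage in ampicillin broth; 0% = DMSO wells and 100% = ciprofloxacin 0.95 µg/ml wells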
phage Ecoli inh: E. coli growth loss with phage present; growth absorbance; inhibition, % at 11.9 µM; 360,000 tested, 0.26% active; AID 651602; in the data active = inhibition above about 11%
PfHsp90 yeast 2: inhibits growth of yeast expressing Plasmodium falciparum Hsp90. S. cerevisiae expressing PfHsp90, BacTiter-Glo ATP, 48 h; yeast lacking PDR1 and PDR3 efflux regulators. inhibition, % at 9.4 µM. 310,000 tested, 0.32% active. AID 504621;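 active = every replicate shows inhibition above about 80%, whatever the replicate mean, limit read from the data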;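 note: 0% = DMSO neutral controls and 100% = 20 µM radicicol positive controls; yeast relying on Plasmodium falciparum Hsp90 in place of its own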
HTR5A inv ag: counter-screen for OPRM1-OPRD1 inverse agonists: human HTR5A inverse agonism. P47898. AID 504634. inhibition, % at 9.3 µM. HTR5A cell line, luminescence. 340,000 tested, 0.083% active; in the data active = inhibition mostly above about 23%, no sharp cut-off; inactive = mostly below about 18%;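 note: 0% = cells with DMSO and 100% = no-cell wells with DMSO; some compounds called inactive have numbers as strong as hits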
Target sequence (P47898 whole entry, looked up): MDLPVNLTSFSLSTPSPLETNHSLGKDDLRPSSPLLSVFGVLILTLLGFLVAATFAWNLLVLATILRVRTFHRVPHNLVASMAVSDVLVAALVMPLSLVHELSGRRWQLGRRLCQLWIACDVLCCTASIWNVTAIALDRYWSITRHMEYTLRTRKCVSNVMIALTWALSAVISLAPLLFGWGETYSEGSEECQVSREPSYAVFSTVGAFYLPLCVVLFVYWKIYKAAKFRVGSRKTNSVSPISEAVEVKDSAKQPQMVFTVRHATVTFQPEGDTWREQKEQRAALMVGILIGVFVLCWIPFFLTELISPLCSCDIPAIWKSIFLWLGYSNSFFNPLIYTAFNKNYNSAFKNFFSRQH
PKA-R1A activ: PKA-R1A complex activation; P00514+P68181; PKA-R1A dissociation, Cy5-IP20 fluorescence polarization; scaled: DMSO 0%, 113 µM cGMP 100%; activation, % at 11.4 µM; 340,000 tested, 0.083% active;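 active = percent activation above the mean of all tested compounds plus 3 SD, cut at about 19% in these data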;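 note: higher means more PKAc released from R1A so a rise in polarization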
AddAB inh: less growth of phage-infected E. coli with AddAB. inhibition, % at 11.9 µM. 330,000 tested, 0.29% active. E. coli expressing H. pylori AddAB, absorbance growth; in the data active = inhibition above about 12%;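 note: 0% = vehicle wells of infected cells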
MOR-DOR ag: OPRM1-OPRD1 heterodimerization agonism; P35372+P41143; cells, luminescence; activation, % at 9.3 µM; 340,000 tested, 0.3% active; AID 504326; in the data active = activation above about 18%;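 note: 0% = vehicle-treated cells and 100% = reference agonist; values of inactives mirror those of a sister screen read the other way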
OPRM1-OPRD1 inv: mu-delta opioid heterodimer inverse agonism | P35372+P41143 | cell-based MOR-DOR heterodimer luminescence | inhibition, % at 9.3 µM | 340,000 tested, 0.21% active | AID 504357; in the data active = inhibition above about 22%, passing the limit was not always enough;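 note: 0% = cells with DMSO and 100% = wells without cells with DMSO; values of inactives mirror those of a sister screen read the other way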
PKA-R2B activ: activators of human PKA-R2B complex; P22694+P31323; 340,000 tested, 0.079% active; activation, % at 11.4 µM; PKA-R2B holoenzyme dissociation, Cy5-IP20 fluorescence polarization; R2B truncated from residue 108, S112A mutant; 0% DMSO only, 100% 113 µM cGMP; AID 504700;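 active = activation above a cutoff set at the mean over all compounds plus 3 SD, cut at about 18% in these data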;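 note: higher means more holoenzyme dissociation and a rise in polarization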
Target sequence (P31323 whole entry, looked up, other chains not shown, the tested form may be a part): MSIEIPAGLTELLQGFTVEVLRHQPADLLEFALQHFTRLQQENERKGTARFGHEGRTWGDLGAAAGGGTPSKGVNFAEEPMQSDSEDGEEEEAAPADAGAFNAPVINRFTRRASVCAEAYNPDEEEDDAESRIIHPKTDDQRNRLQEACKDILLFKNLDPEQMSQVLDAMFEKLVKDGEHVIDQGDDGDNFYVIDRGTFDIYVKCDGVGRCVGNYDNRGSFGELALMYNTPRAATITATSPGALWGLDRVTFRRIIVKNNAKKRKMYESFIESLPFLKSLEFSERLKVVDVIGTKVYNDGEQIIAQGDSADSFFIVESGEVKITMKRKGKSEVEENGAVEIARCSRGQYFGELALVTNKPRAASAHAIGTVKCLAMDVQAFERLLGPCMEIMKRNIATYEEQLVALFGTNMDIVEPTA
* hit, by the source's call; · = not tested or not shown; & = joins results of further samples.

#	Molecule	SUMO Mot1 rescue	Tat transport	E coli growth	phage Ecoli inh	PfHsp90 yeast 2	HTR5A inv ag	PKA-R1A activ	AddAB inh	MOR-DOR ag	OPRM1-OPRD1 inv	PKA-R2B activ
1	O=C(Nc1cccc(Cl)c1)c1cccnn1	0.9	-2.0	-1.7	0.6	8.9	-4.4	-5.8	-1.7	-2.9	12.8	5.6
2	CC(=O)C1=C(C)Nc2ncnn2C1c1ccc(Cl)cc1Cl (centres undefined)	-7.7	5.6	-1.1	1.6	6.3	-9.4	-3.2	0.8	0.6	-3.4	-14.2
3	COC(=O)c1ccccc1NC(=O)CSc1nnc(-c2ccoc2C)n1C	-3.4	-9.0	-0.3	1.8	-3.3	-50.2	7.7	0.2	-0.5	2.8	16.2
4	O=C(COC(=O)c1cccc([N+](=O)[O-])c1)Nc1ncc(Br)s1	1.1	-9.5	-2.3	4.1	-12.7	-1.1	-4.0	-1.8	3.8	-19.5	-10.2
5	CCOC(=O)c1c(S(=O)(=O)NCC(=O)Nc2cccc(F)c2)c(C)n(C)c1C	3.7	-10.4	2.5	3.5	4.2	10.7	-7.8	2.7	-3.4	17.5	-16.6
6	NS(=O)(=O)c1cccc(NC(=O)COC(=O)CN2C(=O)c3ccccc3C2=O)c1	14.0	5.8	0.2	-0.8	11.7	-12.2	-8.2	0.5	-2.9	10.9	-4.1
7	Cn1cccc1C(=O)Nc1nc(-c2ccccn2)cs1	62.1	-2.4	-5.9	-3.0	-28.3	-28.7	1.7	-3.1	-2.0	8.8	-6.1
8	CCCCOP(=O)(c1ccc(N(C)C)cc1)C(O)c1ccc(N(C)C)cc1 (centres undefined)	-2.4	7.9	-0.1	1.7	0.5	-1.4	1.4	-1.2	-3.4	15.2	-6.5

Compound profiles (already shown). Order of screens: SUMO Mot1 rescue	Tat transport	E coli growth	phage Ecoli inh	PfHsp90 yeast 2	HTR5A inv ag	PKA-R1A activ	AddAB inh	MOR-DOR ag	OPRM1-OPRD1 inv	PKA-R2B activ
Shown for O=C(Nc1cccc(Cl)c1)c1cccnn1 : 0.9	-2.0	-1.7	0.6	8.9	-4.4	-5.8	-1.7	-2.9	12.8	5.6
Shown for CCOC(=O)c1c(S(=O)(=O)NCC(=O)Nc2cccc(F)c2)c(C)n(C)c1C : 3.7	-10.4	2.5	3.5	4.2	10.7	-7.8	2.7	-3.4	17.5	-16.6
Shown for COC(=O)c1ccccc1NC(=O)CSc1nnc(-c2ccoc2C)n1C : -3.4	-9.0	-0.3	1.8	-3.3	-50.2	7.7	0.2	-0.5	2.8	16.2
Shown for NS(=O)(=O)c1cccc(NC(=O)COC(=O)CN2C(=O)c3ccccc3C2=O)c1 : 14.0	5.8	0.2	-0.8	11.7	-12.2	-8.2	0.5	-2.9	10.9	-4.1

Next part:
#	Molecule	SUMO Mot1 rescue	Tat transport	E coli growth	phage Ecoli inh	PfHsp90 yeast 2	HTR5A inv ag	PKA-R1A activ	AddAB inh	MOR-DOR ag	OPRM1-OPRD1 inv	PKA-R2B activ
9	O=C(Nc1nccs1)c1cc(-c2ccccn2)nc2c(Cl)cccc12	-6.0	-4.9	0.2	-3.1	-3.9	10.8	1.7	-1.9	-0.3	1.7	5.8
10	N#Cc1ccc(C(=O)OCC(=O)Nc2ccc(N3CCOCC3)cc2)cc1	0.3	0.5	0.5	-1.5	4.2	-9.4	-3.8	4.1	-1.3	6.1	-11.5
11	CCN(CC)C(=O)c1cn(C)c(=O)c2cc(OC)c(OC)cc12	-14.7	-2.3	-2.2	0.2	·	-22.2	5.7	0.5	-1.1	6.2	-7.9
12	Nc1nc(SCC(=O)Nc2cc(S(=O)(=O)N3CCOCC3)ccc2Cl)n[nH]1	3.2	-7.5	-0.1	0.9	-38.2	6.0	2.6	1.0	-2.1	10.7	-9.4
13	CCC(=O)c1cn([C@@H](CCC(OC)OC)CC(=O)OC(C)(C)C)cc1CC	157.6	-7.1	0.8	-0.3	·	-3.8	-9.1	0.8	-2.9	16.1	-3.7
14	CC(=O)N(c1ccccc1)c1nnc(-c2cnc(C)cn2)s1	-9.5	0.9	0.8	3.5	17.5	2.7	0.2	5.4	0.3	-1.6	-0.7
15	O=Cc1c[nH]c2ncccc12	2.6	1.9	0.1	-1.7	-4.8	6.5	10.0	-0.2	-1.4	6.4	7.8
16	Cc1nnc(SC(C)C(=O)Nc2ccc(S(=O)(=O)N3CCCCC3)cc2)s1 (centres undefined)	-3.8	-2.4	-1.7	1.9	16.6	1.9	-5.2	-0.1	-0.7	4.2	-4.0
17	Cn1c(SCC(=O)NC2CCCCC2)nnc1-c1ccncc1	312.6	10.0	-1.4	0.9	-13.1	-15.7	0.5	2.7	-4.4	23.1	-4.3
18	CC(C)[C@H](N)C(=O)OCCOCn1cnc2c(=O)[nH]c(N)nc21	-14.3&-2.5	9.0&-5.7	-0.4&2.0	5.3&1.6	4.4&18.9	-4.1&-22.6	-7.1&1.3	0.5&0.5	-2.0&0.2	10.8&-1.2	-4.1&-2.0
19	Cc1ccnc(NC(=O)c2cccc(S(=O)(=O)NCc3ccccc3)c2)c1	-4.4	-4.2	-1.0	3.8	·	4.4	-11.3	-1.5	-0.3	1.7	-1.5
20	Cc1cc(NC(=O)CN2CCCC2c2nc3ccccc3s2)no1 (centres undefined)	23.1	-10.5	0.5	2.2	·	0.9	-3.3	-0.1	-2.1	12.1	-10.2
21	CC1(C)Cc2c(cnn2-c2ccccc2)C(NC(=O)CCCN2CCCCC2=O)C1 (centres undefined)	160.4	2.8	2.6	-1.1	2.7	-16.8	-4.9	1.4	-3.7	20.1	-2.4
22	COC(=O)/C(=C\Nc1ccc(OC)cc1)NC(=O)c1ccc(Cl)cc1Cl	71.9	1.6	-0.3	1.7	-22.9	-3.1	-5.6	1.9	-1.1	6.3	7.3
23	O=c1[nH]c(CSc2nc3ccccc3[nH]2)nc2c1cnn2-c1ccccc1	-9.3	-4.8	-0.5	2.6	-99.3	10.1	-2.6	1.1	2.8	-14.8	-5.1
24	O=C(c1ccccc1)c1cc(Cl)ccc1N1C(=O)C=CC1=O	·	-4.5	·	3.8	107.2*	-13.9	1.4	·	0.7	-3.9	-0.8
25	Cc1cccn2c(=O)c3cc(C(=O)NCc4ccco4)c(=N)n(C4CCCCC4)c3nc12	181.7	1.3	-0.8	·	-11.2	13.0	-5.4	1.1	1.3	-10.2	-5.7
26	CC(C)C(=O)Nc1cccc(NC(=S)NC(=O)c2ccc([N+](=O)[O-])cc2)c1	-22.4	-7.4	-0.1	0.6	·	15.1	-2.9	5.2	-1.4	7.1	4.7
27	C/C(=C\C(=O)c1ccccc1)NNc1nc2ccccc2s1	293.1	-2.2	-1.8	3.0	-13.3	0.5	-7.4	-2.2	3.6	-18.0	-16.9
28	CCOc1cc(CNC2CCCC2)c(Cl)cc1OCC(=O)Nc1ccccc1	·	3.1	-1.8	3.7	-1.8	-37.6	-2.9	1.0	2.0	-10.2	8.3
29	NC(=S)Nc1cc2ccccc2c2ccccc12	14.0	9.5	2.6	3.3	23.3	2.0	6.3	-1.7	1.9	-9.3	7.3
30	O=S(=O)(c1ccc(-c2csc(-c3cccnc3)n2)cc1)N1CCCC1	·	5.7	0.2	5.8	-19.3	10.2	-1.7	2.9	1.7	-8.7	0.2
31	CCOc1ccc(-c2nc(S(=O)(=O)c3ccccc3)c(NC)o2)cc1	63.4	-2.2	1.4	3.6	-22.4	-19.3	3.1	3.9	-1.6	8.3	7.3
32	Cc1cc(C(=O)Nc2ccccc2N2CCOCC2)no1	-18.1	5.5	-1.6	0.8	-9.2	0.6	1.6	2.0	-3.7	14.6	4.4
33	COc1ccc(NC(=O)CSc2ccc3nnc(-c4cccnc4)n3n2)c(OC)c1	·	-8.6	2.6	2.8	9.5	-4.5	12.2	1.0	-1.8	8.3	12.0
34	Cc1ccccc1Cn1cc(NC(=O)c2nc3ncccn3n2)cn1	-8.3	-1.7	-0.7	0.8	6.1	-8.7	4.5	0.2	-2.9	15.4	-1.0
35	O=S(=O)(c1ccc(F)c(F)c1)N1CCN(Cc2ccc3c(c2)OCO3)CC1	80.0	16.5	-1.5	2.3	-2.8	2.6	-4.0	3.7	-2.2	9.1	-5.2
36	Cc1ncc(CN2CCC(n3nccc3NC(=O)c3ccccc3)CC2)s1	7.9	1.2	1.6	1.8	-14.4	12.8	6.5	2.1	-1.8	12.5	-2.0
37	CCN(CC)S(=O)(=O)c1ccc(N2CCOCC2)c(NC(=O)Cc2ccccc2)c1	102.4	1.4	-1.2	6.6	·	3.9	6.0	0.7	-4.2	22.1	-8.6
38	O=C(O)CSc1nnc(-c2ccccc2)c(-c2ccccc2)n1	20.1	5.8	-1.3	3.5	-51.0	-22.4	-2.4	-0.3	-0.1	0.4	6.9
39	CC1(C)NC(=O)N(CC(O)CN(Cc2ccccc2)Cc2ccccc2)C1=O (centres undefined)	-32.5	-0.6	-5.5	5.3	6.0	14.5	-5.0	-1.1	-3.5	18.4	3.5
40	O=C1c2ccc([N+](=O)[O-])cc2C(=O)N1c1ccc(Cl)cn1	2.3	14.0	0.8	2.7	-0.6	11.7	3.0	2.1	-1.9	8.9	-1.6
41	CC(C)(C)OC(=O)N1CCN(C(=O)c2[nH]cnc2C(=O)NCC(=O)OCc2ccccc2)CC1	-4.8	-1.1	-2.0	3.2	-2.1	17.6	2.9	4.9	-0.3	1.5	-0.5
42	Cc1n[nH]c(C)c1S(=O)(=O)N1CCCC(C(=O)NCc2ccc(F)cc2)C1 (centres undefined)	121.6	3.8	3.1	1.3	9.6	-6.4	-3.6	-1.6	-0.6	2.9	1.0
43	Cc1ccc(N2C(=O)N(Cc3ccccc3C)c3ccccc3S2(=O)=O)cc1	-10.1	9.3	-1.6	4.7	-21.7	10.0	-2.8	-0.4	-1.4	9.6	-7.2
44	CC1Cc2cc(-c3csc(N)n3)ccc2O1 (centres undefined)	7.5	0.8	0.1	0.7	0.8	1.6	-12.6	0.3	-2.7	13.1	0.9
45	COc1ccc(Cn2c(=O)[nH]c3cc(C(=O)NCc4ccc5c(c4)OCO5)ccc3c2=O)cc1	6.0	2.4	-1.1	1.7	-29.3	7.2	6.2	2.1	1.6	-9.7	6.3
46	Cc1ccc(OCC(COCc2ccccc2)NC(C)C)cc1 (centres undefined)	12.5	-2.2	2.4	1.8	3.0	-5.5	1.9	2.2	-1.0	5.2	-11.4
47	CCOc1ccc2nc(SCC(=O)Nc3ccc4c(c3)OCO4)sc2c1	15.6	-6.0	-0.3	1.9	4.6	16.0	-0.9	2.6	1.7	-8.9	-4.0
48	Oc1ccc(-c2csc(Nc3ccccn3)n2)cc1O	-3.8	-6.5	-0.3	-4.0	14.8	-17.7	-2.9	1.3	2.6	-13.3	2.0
